Source: PubChem BioAssay
Pf gametocyte: late stage P. falciparum gametocyte viability inhibitors, primary screen, ATP luminescence, HTS | inhibition, % at 10.9 µM | actives 0.065% (n = 150,000) | P. falciparum stage V gametocytes, 24 h | AID 743093, 2013;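 active = inhibition above the mean plus 3 SD of compounds within the control limits, set per campaign, cut at about 38% in these data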;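 also: 0% = DMSO wells and 100% = medium only without gametocytes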
Rab7 wt GTP bind: modulators of GTP binding to Rab7, primary screen, biochemical, wildtype, multiplex bead flow cytometry; Rab7 GTPase wild type (dog), Bodipy-FL-GTP binding; GST-Rab7 beads, fluorescent GTP binding; actives lie on both sides; untreated = 100%, excess cold GTP = 0%; GTP binding activity (percent of control), % at 10 µM; actives 0.055% (n = 190,000);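 active = fluorescent GTP binding to Rab7 beads changed by at least 20 points from the 100% baseline, either direction, mostly lower; inconclusive = compound itself probably fluorescent, or too few beads counted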;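 also: median green fluorescence of bound Bodipy-FL-GTP per Rab7 bead population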
Rac1 wt GTP bind: wildtype Rac1 GTP binding modulators, primary screen, biochemical, GST-Rac1 beads, flow cytometry, multiplex. Ras-related C3 botulinum toxin substrate 1 (Homo sapiens), P63000. fluorescent GTP binding; actives lie on both sides; 0 = cold GTP competed, 100 = untreated. GTP binding activity (% of control), % at 10 µM. actives 0.27% (n = 190,000). AID 757, 2007;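 active = GTP binding activity at least 20 points away from the 100% control level, either lower or higher; inconclusive = compound flagged as likely green fluorescent, judged across all proteins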
HRas wt GTP: modulators of GTP binding to HRas wildtype, primary screen, biochemical, bead-based flow cytometry, multiplex | GTPase HRas (Homo sapiens), P01112 | GST-Ras wt beads, Bodipy-FL-GTP binding; actives lie on both sides | GTP binding activity, % at 10 µM | actives 0.14% (n = 190,000);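 active = GTP binding activity at least 20% away from the 100% baseline, either lowered as inhibitor or raised as activator; inconclusive = flagged as likely green fluorescent, judged across all proteins in the well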;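 also: 0% = unlabeled GTP competition control and 100% = no-compound control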
Target sequence (P01112 whole entry, looked up): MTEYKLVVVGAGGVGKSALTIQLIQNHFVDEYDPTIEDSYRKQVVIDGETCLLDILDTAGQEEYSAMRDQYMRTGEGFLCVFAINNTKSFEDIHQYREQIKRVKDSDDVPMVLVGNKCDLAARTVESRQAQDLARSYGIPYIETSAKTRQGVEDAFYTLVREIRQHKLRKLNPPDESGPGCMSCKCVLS
Rab2A wt mod: modulators of GTP binding to Rab2A wildtype, primary screen, biochemical, dog, bead-based flow cytometry, multiplex; Ras-related protein Rab-2A (Canis lupus familiaris), P61105; GST-Rab2 wt beads, Bodipy-GTP binding; GTP binding activity, % at 10 µM; actives 0.19% (n = 190,000); AID 760, 2007;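 active = GTP binding activity at least 20 points away from 100%, either lowered or raised; inconclusive = signal likely due to the compound's own green fluorescence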;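 also: 0% = beads with excess unlabeled GTP and 100% = no-compound control corrected for plate trend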
Mcl-1 Bim block: inhibitors of Bim peptide binding to Mcl-1, primary screen, biochemical, bead-based flow cytometry, multiplex; Bim peptide-Mcl-1 binding; inhibition, % at 10 µM; actives 0.1% (n = 190,000); in the data active = inhibition above about 40%;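 also: 0% = no compound tracer wells and 100% = peptide blocker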
Target sequence (Q07820 whole entry, looked up): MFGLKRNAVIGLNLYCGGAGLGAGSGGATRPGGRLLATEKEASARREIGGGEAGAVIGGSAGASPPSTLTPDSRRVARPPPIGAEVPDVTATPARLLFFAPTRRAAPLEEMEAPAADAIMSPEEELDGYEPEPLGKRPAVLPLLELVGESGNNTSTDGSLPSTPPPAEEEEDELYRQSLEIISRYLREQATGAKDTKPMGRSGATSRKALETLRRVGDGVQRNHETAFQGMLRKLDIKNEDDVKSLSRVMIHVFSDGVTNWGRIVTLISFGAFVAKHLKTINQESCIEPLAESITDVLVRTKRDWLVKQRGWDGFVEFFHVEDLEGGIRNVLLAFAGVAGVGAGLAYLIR
RGS8-Gao: RGS8-Galphao binding modulators, primary screen, biochemical, multiplexed bead flow cytometry | actives lie on both sides | response (percent of control binding), % at 10 µM | actives 0.34% (n = 220,000); in the data active = response below about 60% or above about 140%; inactive = in between;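 also: Galphao activated as the GDP aluminium fluoride complex binding bead-coupled RGS8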
Target sequence (P09471 whole entry, looked up): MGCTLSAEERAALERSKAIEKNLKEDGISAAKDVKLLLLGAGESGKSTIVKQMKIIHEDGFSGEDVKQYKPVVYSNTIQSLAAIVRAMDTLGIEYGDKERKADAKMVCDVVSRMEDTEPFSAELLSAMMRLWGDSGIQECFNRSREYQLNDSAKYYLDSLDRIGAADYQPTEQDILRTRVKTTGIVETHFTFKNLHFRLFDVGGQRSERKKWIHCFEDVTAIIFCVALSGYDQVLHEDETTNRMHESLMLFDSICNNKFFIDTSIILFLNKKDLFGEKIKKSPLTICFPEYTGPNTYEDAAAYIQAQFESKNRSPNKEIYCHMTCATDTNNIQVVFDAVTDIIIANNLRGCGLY
Mcl1 Noxa PPI: Mcl-1/Noxa binding inhibitors, primary screen, biochemical, TR-FRET, 1536-well; Induced myeloid leukemia cell differentiation protein Mcl-1 (Homo sapiens), Q07820; TR-FRET Mcl-1/Noxa peptide binding, 2 h; inhibition, % at 21.7 µM; actives 1.5% (n = 220,000); AID 1022, 2008;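 active = compounds that cut the protein-peptide binding signal by more than 50% relative to plate controls in a single-dose test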;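 also: His-tagged Mcl-1 with rhodamine Noxa BH3 peptide and terbium anti-His antibody; 0% = Mcl-1 plus Noxa peptide wells and 100% = peptide-only wells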
Rac1 mut GTP: GTP binding modulators of activated mutant Rac1, primary screen, biochemical, bead-based flow cytometry, multiplex, fluorescent GTP; Ras-related C3 botulinum toxin substrate 1 (Homo sapiens), P63000; GST-Rac1 activated beads; actives lie on both sides; 100% means binding = to untreated wells; percent activity (GTP binding), % at 10 µM; actives 0.11% (n = 190,000);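 active = GTP binding at least 20 percentage points away from the 100% baseline, in either direction, so actives lie on both sides; inconclusive = Compound likely fluorescent itself, or too few beads counted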
Mcl1-Bid inh: Mcl-1/Bid binding inhibitors, primary screen, biochemical, TR-FRET, 1536-well | TR-FRET Mcl-1/Bid-Dy647 peptide binding | inhibition, % at 21.7 µM | actives 0.97% (n = 220,000) | AID 1021, 2008;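 active = compounds that cut the binding signal by more than half at the single screening dose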;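 also: His-tagged Mcl-1 with europium anti-His antibody binding Bid BH3 peptide; 0% = Mcl-1 plus peptide wells and 100% = peptide-only wells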
Cdc42 wt GTP: modulators of GTP binding to wildtype Cdc42, primary screen, biochemical, multiplex bead flow cytometry, Bodipy-GTP; actives 0.2% (n = 190,000); GST-Cdc42 beads; actives lie on both sides; Cell division control protein 42 homolog (Homo sapiens), P60953; percent activity (GTP binding), % at 10 µM;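 active = percent activity GTP binding at least 20 points away from the 100% baseline, either down as inhibitor or up as activator; inconclusive = compound flagged as likely green fluorescent from well-wide comparison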;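 also: median bead fluorescence of bound Bodipy-FL-GTP at 100 nM; 0% = excess unlabeled GTP control and 100% = no compound control; below 100% means less GTP binding so inhibitor and above means activator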
Target sequence (P60953 whole entry, looked up): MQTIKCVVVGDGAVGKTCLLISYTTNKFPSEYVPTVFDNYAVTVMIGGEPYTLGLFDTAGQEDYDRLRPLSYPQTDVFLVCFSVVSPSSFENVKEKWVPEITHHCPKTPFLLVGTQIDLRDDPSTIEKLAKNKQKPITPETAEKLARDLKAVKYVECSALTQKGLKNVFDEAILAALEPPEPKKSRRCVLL
An asterisk follows results filed as active; ? = inconclusive; . = no result given; & = joins results of further samples.

SMILES	Pf gametocyte	Rab7 wt GTP bind	Rac1 wt GTP bind	HRas wt GTP	Rab2A wt mod	Mcl-1 Bim block	RGS8-Gao	Mcl1 Noxa PPI	Rac1 mut GTP	Mcl1-Bid inh	Cdc42 wt GTP
O=C(CSCc1cnn(-c2ccccc2)c1-n1cccc1)NCCN1CCOCC1	.	94.0	93.0	95.0	94.0	-4.0	97.2	19.5	95.0	-8.4	95.0
Cc1ccc(NC(=O)c2cc(Cl)nc3ccccc23)cc1	18.2	93.0	99.0	96.0	96.0	1.0	99.2	22.3	99.0	11.0	101.0
Cc1cc(OCC(=O)O/N=C(\N)c2ccccc2)cc(C)c1Cl	.	95.0	95.0	98.0	95.0	0.0	97.5	16.2	92.0	-9.7	95.0
CCC(C)(C)NC(=O)C(c1cccnc1)N(C(=O)c1csnn1)c1ccccc1 (stereo not given)	1.3	97.0	103.0	97.0	98.0	-3.0	101.1	16.2	94.0	-6.5	99.0
O=C(NC(=S)Nc1ccc(N2CCOCC2)c(Cl)c1)c1cncc(Br)c1	.	97.0	106.0	100.0	99.0	0.0	99.2	11.4	100.0	-52.7	101.0
N#Cc1cn(CCOc2ccccc2F)c2ccccc12	-0.2	97.0	96.0	95.0	96.0	-1.0	89.0	16.0	96.0	6.0	95.0
Cc1cc(C)n(Cc2ccc(Cl)cc2Cl)c(=O)c1S(=O)(=O)c1ccccc1	.	96.0	94.0	97.0	97.0	-1.0	100.8	-5.5	94.0	-10.9	97.0
CCN(CC)c1ccc(SS(=O)(=O)O)cc1	3.5	95.0&95.0	103.0&100.0	98.0&97.0	97.0&97.0	-4.0&2.0	94.7&93.2	11.5&12.3	96.0&98.0	13.4&1.1	96.0&100.0
Cc1cccc(COc2ncnc3nc[nH]c23)c1	-24.0	104.0	103.0	101.0	99.0	-25.0	72.6	-0.5	99.0	-7.1	100.0
COc1cc(/C=C2\CC/C(=C\c3cc(OC)c(OC)c(OC)c3)C2=O)cc(OC)c1OC	-17.2	93.0	95.0	96.0	96.0	-1.0	103.9	26.2	96.0	-1.8	96.0
Cc1cc(=O)cc(C)n1-c1ccc(F)cc1F	4.5	93.0	94.0	95.0	95.0	1.0	102.3	-18.5	96.0	0.1	94.0
Cc1ccc(/C=N/n2c(-c3ccco3)n[nH]c2=S)s1	2.9	96.0	95.0	94.0	92.0	-12.0	98.3	15.9	91.0	-46.5	94.0
CCCC(=O)OCC(=O)Nc1ccccc1C#N	-30.6	90.0	95.0	93.0	95.0	1.0	102.6	-6.6	98.0	-11.3	94.0
Cc1cc(C(=O)OCC(=O)Nc2sc3c(c2C#N)CCC(C)C3)c2ccccc2n1 (stereo not given)	.	99.0	101.0	100.0	100.0	0.0	101.2	93.5*	96.0	37.5	98.0
COCCNC(=O)C(c1ccc(C)o1)N(Cc1ccccc1)C(=O)Cn1nnc2ccccc21 (stereo not given)	.	98.0	101.0	98.0	97.0	-6.0	101.7	-23.7	96.0	-49.9	98.0
Cc1cc(=O)c2cc(Cl)ccc2[nH]1	-7.5	95.0	97.0	101.0	100.0	1.0	101.4	24.7	98.0	-2.6	98.0
COc1ccc(CNc2nc(SCC(=O)NCc3ccco3)nc3ccccc23)cc1	.	99.0	101.0	99.0	98.0	-2.0	96.1	10.8	98.0	-38.4	102.0
COCc1cc(=O)n2[nH]c(SCc3ccccc3)nc2n1	.	?	?	?	?	0.0	98.5	19.9	?	11.6	?
COc1ccccc1N1CCN(S(=O)(=O)c2ccc3c(c2)n(C)c(=O)n3C)CC1	.	94.0	97.0	95.0	98.0	-3.0	98.1	-1.3	97.0	-13.4	97.0
CCOC(=O)C(NC(=O)CC)(Nc1sc(C)c(CC)c1C#N)C(F)(F)F (stereo not given)	-16.9	98.0	106.0	99.0	99.0	-3.0	107.8	16.9	102.0	-23.1	102.0
CCOC(=O)c1c(C)c(C(=O)NCc2ccccn2)c(C)n1C	.	101.0	105.0	101.0	100.0	0.0	101.0	4.9	97.0	-14.5	104.0
Cc1ccc(CNC(=O)C2CCCN(S(=O)(=O)c3cccnc3)C2)cc1 (stereo not given)	10.8	102.0	100.0	100.0	100.0	0.0	100.2	2.9	99.0	2.1	99.0
O=C(CCNS(=O)(=O)c1cccs1)Nc1ccccc1F	4.3	98.0	107.0	104.0	103.0	3.0	104.4	4.8	100.0	-7.0	106.0
COCCNCCOCCOc1cccc(OC)c1	.	101.0	106.0	103.0	101.0	6.0	100.5	-5.9	98.0	2.2	103.0
Cn1cnnc1SCC(=O)NC1CCCCC1	-15.7	97.0	96.0	96.0	94.0	-2.0	100.8	-8.1	94.0	-19.6	93.0

3 compounds from above, ordered by their value in Cdc42 wt GTP, rising:
mol,Cdc42 wt GTP
Cc1cc(=O)c2cc(Cl)ccc2[nH]1,98.0
Cc1ccc(CNC(=O)C2CCCN(S(=O)(=O)c3cccnc3)C2)cc1 (stereo not given),99.0
O=C(CCNS(=O)(=O)c1cccs1)Nc1ccccc1F,106.0

New compounds follow:
SMILES	Pf gametocyte	Rab7 wt GTP bind	Rac1 wt GTP bind	HRas wt GTP	Rab2A wt mod	Mcl-1 Bim block	RGS8-Gao	Mcl1 Noxa PPI	Rac1 mut GTP	Mcl1-Bid inh	Cdc42 wt GTP
O=C(c1ccco1)N1CCN(S(=O)(=O)c2ccc(Br)s2)CC1	.	96.0	99.0	100.0	98.0	-1.0	100.3	13.9	98.0	-1.0	98.0
CCCCN(CCCC)c1cc(C)nc(-c2ccccc2O)n1	.	98.0	103.0	100.0	99.0	-3.0	102.0	1.7	99.0	-0.2	100.0
CC(C)(O)C#Cc1ccc(C(=O)NC2CCCCC2)s1	10.0	94.0	96.0	98.0	98.0	-1.0	101.5	5.0	99.0	-43.5	103.0
CC1(C)O[C@@H]2C[C@H]3[C@@H]4CCC5=CC(=O)C=C[C@]5(C)[C@@]4(F)[C@@H](O)C[C@]3(C)[C@]2(C(=O)CO)O1	.	99.0	105.0	102.0	101.0	-3.0	.	-10.5	96.0	-6.0	104.0
c1ccc(Cn2nnc3c(N4CCc5ccccc54)ncnc32)cc1	13.9	101.0	112.0	103.0	97.0	3.0	96.5	-4.0	98.0	-4.7	103.0
O=C(NCCCn1ccnc1)c1cc2c(ccc3ccccc32)o1	.	100.0	95.0	97.0	98.0	0.0	103.9	27.4	95.0	10.3	97.0
Cc1nnc(SC/C=C/c2ccccc2)n(N)c1=O	-14.7	107.0	99.0	101.0	102.0	5.0	113.7	-2.3	96.0	-11.8	94.0
Cc1cc(=O)[nH]c(COc2ccccc2)n1	.	93.0	93.0	95.0	93.0	0.0	102.0	26.7	94.0	2.7	96.0
CCOc1ccc(-c2nnc(-c3snc(-c4ccc(F)cc4)c3N=CN(C)C)o2)cc1	.	98.0	94.0	96.0	94.0	0.0	101.0	-22.0	93.0	-1.8	96.0
Cc1nc2ccc(NC(=S)NC3CCCCC3)cc2nc1C	-0.7	95.0	97.0	97.0	98.0	-4.0	100.5	8.8	96.0	-22.9	93.0
COc1cc(=O)n(C)c2c(O)cccc12	.	94.0	92.0	92.0	93.0	-2.0	100.8	-11.0	93.0	-14.8	94.0
COc1ccc(Cl)cc1C(=O)CSc1nnnn1C1CCCCC1	42.9*	99.0	102.0	100.0	102.0	7.0	103.1	16.8	99.0	9.3	104.0
N#CC12CCCCC1CC1CCCCC1(C#N)N2Cc1cccnc1 (stereo not given)	-2.3	99.0	97.0	97.0	97.0	0.0	106.1	.	97.0	.	101.0
c1ccc(-c2ccn3nnnc3n2)cc1	.	99.0	100.0	99.0	101.0	.	104.8	6.2	97.0	-10.3	100.0
COc1ccc(C(=O)C2CCCN(C(=O)c3n[nH]c4c3CCCC4)C2)cc1OC (stereo not given)	7.5	102.0	95.0	95.0	95.0	-3.0	100.8	7.6	92.0	12.7	92.0
CC1CCCCC12NC(=O)N(CC(=O)Nc1ccc(S(=O)(=O)N3CCOCC3)cc1)C2=O (stereo not given)	8.1	94.0	91.0	93.0	92.0	-3.0	99.2	-6.4	92.0	-6.0	95.0
COc1ccc(NC(=O)c2ccc3c(c2)C(=O)N(Cc2cccnc2)C3=O)c(OC)c1	.	103.0	103.0	99.0	100.0	28.0	84.6	2.6	97.0	-5.8	102.0
CCCCn1c(SCC(=O)c2cc(OC)ccc2OC)nc2cc(S(N)(=O)=O)ccc21	-5.7	106.0	113.0	107.0	104.0	-2.0	100.1	22.9	101.0	-13.8	98.0
Cc1ccc(-c2nc(NCc3ccco3)n(S(C)(=O)=O)n2)cc1	12.6	99.0	99.0	97.0	96.0	0.0	103.0	-1.9	93.0	-18.8	95.0
CNCc1cc2ccc(C)cc2[nH]c1=O	.	99.0	99.0	100.0	101.0	-4.0	95.5	2.8	97.0	-0.4	102.0
c1cc(C(c2nnnn2C2CCCCC2)N2CCN3CCCC3C2)ccn1 (stereo not given)	.	100.0	109.0	103.0	102.0	12.0	98.4	-2.7	104.0	-24.7	106.0
COc1cccc2cc(C(C)=O)oc12	.	96.0	102.0	98.0	96.0	0.0	96.7	-5.0	98.0	-23.7	100.0
CCOC(=O)/C=C/C(=O)OCC(=O)Nc1ccc(Cl)cc1Cl	10.7	96.0	99.0	97.0	96.0	-6.0	98.0	4.6	97.0	-1.3	94.0
O=C(O)c1ccc(S(=O)(=O)NC2CCCCC2)cc1	.	99.0	106.0	100.0	99.0	5.0	101.5	2.5	101.0	-34.3	103.0

Compound profiles (already shown). Order of values: Pf gametocyte	Rab7 wt GTP bind	Rac1 wt GTP bind	HRas wt GTP	Rab2A wt mod	Mcl-1 Bim block	RGS8-Gao	Mcl1 Noxa PPI	Rac1 mut GTP	Mcl1-Bid inh	Cdc42 wt GTP
c1cc(C(c2nnnn2C2CCCCC2)N2CCN3CCCC3C2)ccn1 (stereo not given) is entered as .	100.0	109.0	103.0	102.0	12.0	98.4	-2.7	104.0	-24.7	106.0
N#Cc1cn(CCOc2ccccc2F)c2ccccc12 is entered as -0.2	97.0	96.0	95.0	96.0	-1.0	89.0	16.0	96.0	6.0	95.0
